From PubChem
GCN5L2 inh = GCN5L2 (KAT2A) acetyltransferase inhibition; Q92830; GCN5L2 HAT assay, ThioGlo1 CoA-SH fluorescence; Potency, µM (top dose mostly 58.9 µM), for the others: top-dose activity change, negative = inhibition, actives largely listed as inhibitors; 0.21% of 390,000 active; AID 504327
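Fluorescence readout, Ex340nm/Em540nm: ThioGlo1 (50uM final) reacts with free CoA thiol released as 20nM GCN5L2 acetylates H3(1-25) peptide (75uM) using acetyl-CoA (70uM). Compound and enzyme sat 15 min beforehand; 20 min room-temperature reaction.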
N370S GC = inhibits or activates N370S mutant glucocerebrosidase; 0.092% of 330,000 active; P04062; N370S GC spleen homogenate, 4MU-glucoside fluorescence; Potency, µM (doses to about 59.4 µM), for the others: at the top dose activity change, negative = inhibition, most hits filed as inhibitors;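 also: 0% = full enzyme activity and -100% = no enzyme basal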
FEN1 inh = inhibitors of human flap endonuclease 1; P39748; Recombinant FEN1 flap cleavage, fluorescence, 15 min; Potency, µM (top dose mostly 114 µM), for the others: at the highest dose activity change, negative = inhibition, actives largely listed as inhibitors; 0.35% of 390,000 active; AID 588795; also: nearly all actives have a fitted effect of over 65% in size
Target sequence (P39748 whole entry, looked up): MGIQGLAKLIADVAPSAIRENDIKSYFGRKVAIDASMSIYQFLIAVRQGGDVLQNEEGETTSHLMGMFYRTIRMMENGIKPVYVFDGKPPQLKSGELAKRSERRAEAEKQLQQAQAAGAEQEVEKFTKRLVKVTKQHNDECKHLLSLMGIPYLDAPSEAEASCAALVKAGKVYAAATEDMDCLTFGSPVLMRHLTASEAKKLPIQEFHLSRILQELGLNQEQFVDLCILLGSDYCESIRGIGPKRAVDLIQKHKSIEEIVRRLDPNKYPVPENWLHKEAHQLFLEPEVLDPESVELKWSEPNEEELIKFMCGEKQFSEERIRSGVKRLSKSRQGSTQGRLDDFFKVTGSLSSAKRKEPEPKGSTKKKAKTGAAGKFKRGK
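Recombinant FEN1 (10 nM) was preincubated with pin-transferred compounds for 15 min at room temperature, then flap DNA substrate (50 nM final) was added. Plates were read at 0 and 15 min, and normalized concentration–response data were fitted to a four-parameter Hill equation.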
Numbers without * were called inactive; ? = inconclusive; · = not tested or not shown; & = joins results of further samples; [ ] = remark or other dose. Calls follow the shape of the dose curve; as a rule, active = well fitted curve in the direction sought with a large enough effect; inconclusive = small, poorly fitted or top-dose-only effect, or another doubt; inactive = no such curve, though single readings can be large; an effect the other way counts as inactive or inconclusive. Unless noted, % is scaled to controls: 0 for no effect and ±100 for the full control effect; potency is read from the fitted curve at half-maximal effect.

no.	smiles	GCN5L2 inh	N370S GC	FEN1 inh
1	O=C(Nc1ccccc1N(C(=O)c1ccco1)S(=O)(=O)c1cccs1)c1ccco1	-8.9%	3.9%	1.0%
2	Cc1nn(CC(=O)NCCCN2C(C)CCCC2C)c(=O)c2cc3occc3n12 (stereo unspecified)	0.1%	0.3%	-1.5%
3	Cc1ccc(C(=O)C[n+]2cccc3cc(C)ccc32)cc1	-3.9%	0.1%	3.6%
4	COc1ccc(/C=C/C(=O)NC(=S)Nc2ccccn2)cc1	0.7%	8.4%	17.8%
5	COc1cccc(C2NC(=O)CCC2[N+](=O)[O-])c1 (stereo unspecified)	-0.6%	-2.6%	11.7%
6	CCCNC(=O)C(Cc1ccccc1C)NC(=O)c1ccc(C(F)(F)F)cc1 (stereo unspecified)	-6.8%	·	-10.1%
7	C[C@H]1CN([C@@H](C)CO)C(=O)c2cc(NC(=O)c3ccncc3)ccc2O[C@H]1CN(C)Cc1ccc(C(=O)O)cc1	0.4%	·	-9.4%
8	Cc1nn(C)c2c1c(-c1ccccc1)cc(=O)n2Cc1ccc(Br)cc1F	15.8%	·	-4.0%
9	COC(=O)c1cc2sc(C)cc2n1Cc1nc(-c2ccc(C)cc2)oc1C	-5.4%	·	13.4%
10	CC(C)CC(NS(=O)(=O)c1ccccc1)C(=O)O (stereo unspecified)	1.0%	11.8%	7.8%
11	CN(Cc1ccccc1)C(=O)c1[nH]cnc1C(=O)NCC(=O)OC(C)(C)C	-2.7%	-8.2%	-0.7%
12	CC(NC(=S)NC1CCC(C(C)(C)C)CC1)c1ccccc1 (stereo unspecified)	-3.4%	24.3%	-23.8%
13	NC[C@H]1O[C@H](O[C@H]2[C@H](O)[C@@H](O[C@H]3O[C@H](CO)[C@@H](O)[C@H](N)[C@H]3O)[C@H](N)C[C@@H]2N)[C@H](N)C[C@@H]1O	-2.0%	4.9%	20.0%
14	CCOC(=O)C1CN(S(C)(=O)=O)c2cc(CC(=O)OC)ccc2O1 (stereo unspecified)	10.5%	-27.8%	2.9%
15	COCCNC(=O)C(c1ccc(C)o1)N(CC1CCCO1)C(=O)Cn1nnc2ccccc21 (stereo unspecified)	-6.4%	8.9%	-1.9%

By substructure, those above containing a furan ring, fused or not (three)
no.	smiles	GCN5L2 inh	N370S GC	FEN1 inh
1	O=C(Nc1ccccc1N(C(=O)c1ccco1)S(=O)(=O)c1cccs1)c1ccco1	-8.9%	3.9%	1.0%
2	Cc1nn(CC(=O)NCCCN2C(C)CCCC2C)c(=O)c2cc3occc3n12 (stereo unspecified)	0.1%	0.3%	-1.5%
15	COCCNC(=O)C(c1ccc(C)o1)N(CC1CCCO1)C(=O)Cn1nnc2ccccc21 (stereo unspecified)	-6.4%	8.9%	-1.9%

Next results follow.
no.	smiles	GCN5L2 inh	N370S GC	FEN1 inh
16	CN(C)S(=O)(=O)c1ccc(C(=O)NCc2cccs2)cc1	-1.8%	9.9%	-4.8%
17	COc1cc(/C=C/C(=O)OCC(=O)c2c(N)n(C)c(=O)n(C)c2=O)ccc1O	-11.3%	-18.1%	11.5%
18	CCc1nnc(NC(=O)CN2CCN(Cc3cccc(F)c3)CC2)s1	-2.6%	1.2%	15.2%
19	C/C(=N/NS(=O)(=O)c1ccc(C)cc1)c1c(O)c2ccccc2oc1=O	-11.5%	3.8%	8.6%
20	CCOc1cc(NC(=S)Nc2cccc(OC)c2)c(OCC)cc1NC(=O)C(C)C	-7.5%	1.2%	3.2%
21	Cc1nc(SCC(=O)NCCc2ccccc2)c2c(=O)n(C)c(=O)n(C)c2n1	-2.5%	2.0%	31.4%
22	O=C(NCCCn1ccnc1)c1ccc(S(=O)(=O)Nc2ccccc2)cc1	-0.7%	2.8%	-0.5%
23	O=C(O)CS(=O)(=O)c1ccc(Oc2ccc(S(=O)(=O)CC(=O)O)cc2)cc1	-6.8%	-8.3%	2.9%
24	CC(C)CC(NC(=O)C1CCCN1C(=O)[C@@H](C)NC(=O)OCc1ccccc1)C(=O)NCC(N)=O (stereo partly specified)	-3.3%	-1.6%	-5.3%
25	Cc1ccc2onc(CNC(=O)NCc3ccccc3)c2c1	-4.9%	·	-1.6%
26	COc1ccccc1NS(=O)(=O)c1cccc(C(=O)NCc2ccco2)c1	-5.8%	2.0%	1.7%
27	CCOC(=O)Cn1c(-c2ccc(Cl)nc2)nc2ccccc21	5.4%	0.3%	7.5%
28	CCN(CC)S(=O)(=O)c1ccc2c(c1)N(CC(=O)Nc1ccc(F)cc1F)C(=O)C1CCCN21 (stereo unspecified)	-7.8%	·	3.4%
29	O=C(CCCCn1c(=O)c2ccccc2n(CC(=O)Nc2ccc(F)cc2F)c1=O)NCc1ccccc1Cl	-3.1%	·	25.4%
30	COc1ccc(OC)c(NC(=S)N2CCN(C(=O)C3CCCO3)CC2)c1 (stereo unspecified)	-2.0%	-6.5%	-10.8%

Continuation.
no.	smiles	GCN5L2 inh	N370S GC	FEN1 inh
31	CCOC(=O)N1CCN(S(=O)(=O)c2ccc3c(c2)SC(C)C(=O)N3)CC1 (stereo unspecified)	-2.0%	4.5%	-8.4%
32	COC(=O)c1ccsc1NC(=O)c1ccc(Cl)s1	-4.1%	10.3%	-9.2%
33	c1ccc2c(CNc3ccc(CNc4ncn[nH]4)cc3)cccc2c1	-4.8%	11.5%	-16.4%
34	CN(C(=O)c1c(Cl)nc2sccn12)C1CCCCC1	-4.1%	-7.2%	6.4%
35	Cc1ccc(N2CCN(Cc3ccccc3)CC2=O)c(C)c1	0.0%	-13.4%	-4.3%
36	CCOc1cc(Cl)c(NC(C)=O)cc1OCC	1.8%	3.8%	1.2%
37	CN(CCOc1ccccc1)C(=O)c1cc([N+](=O)[O-])cc([N+](=O)[O-])c1	-1.9%	2.9%	3.3%
38	Cc1nnc(N2CCCC(C(=O)Nc3ccccc3C(F)(F)F)C2)c2nn(-c3ccccc3)c(C)c12 (stereo unspecified)	3.7%	·	0.2%
39	CCCCN(C(=O)c1c(CC)noc1C)c1c(N)n(CCC)c(=O)[nH]c1=O	-8.2%	-2.5%	3.3%
40	O=C(NC1CC2CCC1C2)c1ccco1 (stereo unspecified)	2.1%	-1.9%	11.0%
41	COc1ccccc1CNC(=O)c1oc2ccccc2c1C	-2.7%	1.4%	-0.7%
42	COC(=O)c1ccc2nc(C)cc(Nc3ccccc3C)c2c1	-7.5%	6.2%	-20.1%
43	CCCC1(C(=O)O)NC(c2ccc(OC)cc2O)C2C(=O)N(c3ccc(OC)cc3)C(=O)C21 (stereo unspecified)	0.8%	-4.3%	-3.2%
44	Cc1ccccc1OCC(=O)NNC(=O)c1ccc(-n2cncn2)c([N+](=O)[O-])c1	1.0%	-10.0%	-1.3%
45	COc1ccc(Cl)cc1NC(=O)CN(C)C(=O)c1ccc2c(c1)CC(c1ccccc1)OC2=O (stereo unspecified)	-10.4%	·	6.0%

Carrying on:
no.	smiles	GCN5L2 inh	N370S GC	FEN1 inh
46	COC(=O)c1nc(NC(=O)c2ccc(Cl)cc2)n[nH]1	-4.1%	2.6%	-15.3%
47	CCc1ccc(-c2cc(C(=O)Nc3ccc(S(=O)(=O)NC(C)=O)cc3)c3ccccc3n2)cc1	?	2.7%	0.0%
48	CCCCCC(=O)/C=C/C=C\CCCCCCCC(=O)O	2.0%	6.3%&0.5%	·
49	Cc1ccc(OCC(=O)NCCc2c[nH]c3ccccc23)cc1	-4.8%	-5.0%	-2.3%
50	Cc1ccc(-c2cn(-c3ccc(Cl)cc3)c(S(=O)(=O)CC(=O)Nc3ccccc3)n2)cc1	-10.0%	·	3.7%
51	COc1ccccc1OCCC(=O)Nc1nc(C)cs1	0.1%	-1.6%	1.0%
52	Cc1csc(SCC(=O)Nc2cccc3nsnc23)n1	-1.6%	5.4%	-0.1%
53	COC(=O)CCc1sc(Nc2ccc(OC)cc2)nc1-c1ccc(OC)cc1	-9.3%	·	-18.1%
54	c1ccc(NC2=NCCN2CCC2CCCC2)cc1	-1.9%	-1.1%	7.5%
55	Cc1cc(OCC(=O)OCC(=O)NC2CCCCC2C)ccc1Cl (stereo unspecified)	-1.4%	·	-9.2%
56	Clc1ccc(Sc2cc(Cl)c(Cl)cc2Cl)cc1	39.3%[activator]	-2.0%	·
57	COc1ccc(N2CCN(C(=O)COC(=O)/C=C/c3ccc(C(F)(F)F)cc3)CC2)cc1	-24.2%	-12.3%	-4.6%
58	COc1ccc(S(=O)(=O)N(CC(=O)Nc2ccccc2C(=O)N2CCOCC2)c2ccc(F)cc2)cc1	0.6%	-27.5%	6.1%
59	CS(=O)(=O)Nc1ccc(C(=O)NCCC2=CCCCC2)cc1	·	-0.3%	-13.6%
60	O=C(CSc1nnc(COc2ccccc2)o1)c1ccccc1	-1.7%	8.3%	-19.6%

(further entries)
no.	smiles	GCN5L2 inh	N370S GC	FEN1 inh
61	Cc1ccc(NC(=O)COC(=O)/C=C/c2cccs2)c(C)c1	-4.0%	1.0%	1.4%
62	CC(C)C(=O)Nc1ncc(C(F)(F)F)cc1Cl	1.4%	-2.8%	-6.2%
63	CCOC(=O)C1=C(c2ccccc2)NC(=O)NC1c1ccc(OCC#N)c(OC)c1 (stereo unspecified)	0.2%	?	49.2%[activator]
64	COC(=O)c1cc2ccsc2n1Cc1cccc(F)c1	-7.3%	3.9%	0.7%
65	Cc1cccc(C(=O)NC(=S)NNC(=O)COc2c(C)cccc2C)c1	-1.2%	5.0%	-2.9%
66	COc1ccc(-c2sccc2C(C)C(=O)O)cc1 (stereo unspecified)	-2.8%	3.3%	3.5%
67	CC1CCN(c2c(NCc3ccc(C(=O)NCc4cccnc4)cc3)c(=O)c2=O)CC1	1.2%	-3.2%	-5.4%
68	Cc1ccc(NC(=O)[C@H](C)NC(=O)C2CCN(C(=O)[C@@H](N)C(C)C)CC2)cc1	-0.8%	-1.3%	15.9%
69	CC1(C)Cc2ccccc2C(=NCCCC(=O)O)N1	-10.4%	-4.2%	4.9%
70	CCOC(=O)C1CCCN(c2cc(C)nc3cc(-c4ccc(F)cc4)nn23)C1 (stereo unspecified)	4.2%	12.6%	-16.3%
71	CCc1ccc(NC(=O)C2CCCN(S(=O)(=O)c3ccc4c(c3)CC(C)N4C(C)=O)C2)cc1 (stereo unspecified)	-6.1%	-20.9%	-2.9%
72	CNC(C)C(=O)NC(C(=O)N1CCCC1C(=O)NNc1ccccc1)C(C)C (stereo unspecified)	-0.8%	·	6.8%
73	O=C(N/N=C/c1cccc(Oc2ccccc2)c1)c1ccccc1F	-9.8%	22.4%	·
74	Cc1cccc(NC(=O)CSCC(=O)Nc2ccc(S(=O)(=O)N3CCCC3)cc2)c1	-21.7%	-7.1%	-11.5%
75	NS(=O)(=O)c1ccc(NC(=O)COC(=O)CCc2ccc(S(=O)(=O)N3CCOCC3)cc2)cc1	-4.1%	-3.9%	-7.9%

Going on with the list:
no.	smiles	GCN5L2 inh	N370S GC	FEN1 inh
76	Oc1[nH]c(=S)sc1C=C1N=c2ccccc2=N1	-9.2%	-11.4%	-27.5%
77	N#Cc1c(NC(=O)CN2CCN(S(=O)(=O)c3ccc4c(c3)OCCO4)CC2)sc2c1CCC2	-12.5%	0.6%	-5.5%
78	O=S(=O)(NC1CCCCC1)c1ccc(-c2csnn2)s1	-12.4%	-17.3%	-13.5%
79	Cc1cc(NC(=O)c2cc(-c3cccs3)nc3ccccc23)no1	-10.7%	13.3%	-25.7%
80	CCN(CC)CCN(C(=O)c1c(F)cccc1F)c1nc2cc(C)cc(C)c2s1	-9.3%	-2.7%	-4.6%
81	O=C(Nc1ccnn1C1CCN(Cc2cccnc2)CC1)c1ccccc1Cl	-7.9%	-5.3%	15.9%
82	CCc1ccc(-n2nc(CO)c(C(=O)NCC(c3ccccc3)c3ccccc3)n2)cc1	-1.4%	·	-3.1%
83	Cc1ccccc1OCC(=O)NC1CCCCCCC1	-1.3%	?	-14.4%
84	CCOc1c2ccc(C(=O)NCc3ccc(C(F)(F)F)cc3C(F)(F)F)cc2nn1C	-11.5%	10.4%	-7.8%
85	O=C(COC(=O)c1cccnc1SC(F)F)NC1CC1	-6.5%	·	10.7%
86	COc1ccc(N2CCN(C(=O)c3ccc(NS(=O)(=O)c4cccs4)cc3)CC2)cc1	-3.7%	0.9%	-2.0%
87	CCOC(=O)c1ccccc1NC(=O)CSc1nc(=O)[nH]c2c1CCC2	-0.3%	·	4.8%
88	CC(=O)c1ccc(-c2nnc(CCC(=O)N(C)Cc3c(C)nc4ccccn34)o2)s1	-12.5%	19.2%	26.6%

Some of the entries so far, with one line to a screen:
#53 COC(=O)CCc1sc(Nc2ccc(OC)cc2)nc1-c1ccc(OC)cc1
#54 c1ccc(NC2=NCCN2CCC2CCCC2)cc1
#55 Cc1cc(OCC(=O)OCC(=O)NC2CCCCC2C)ccc1Cl (stereo unspecified)

| Screen / compound no. | 53 | 54 | 55 |
| --- | --- | --- | --- |
| GCN5L2 inh | -9.3% | -1.9% | -1.4% |
| N370S GC | · | -1.1% | · |
| FEN1 inh | -18.1% | 7.5% | -9.2% |

Only part of the results is shown; rates above refer to the full screens.
